PAX8 inh HTS = inhibitors of PAX8-driven TPO luciferase reporter, primary screen, RMG-I cells, single concentration | 360,000 compounds, 1.2% hits | inhibition, % at 12.6 µM | SteadyGlo, 24 h;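 active = mean replicate inhibition at least 60% with every replicate also reaching 60%; inconclusive = only one of the two criteria is met; inactive = mean below 60% and not all replicates reaching 60%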;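 also: luciferase light reporting Pax8 driven TPO promoter activity; plate controls were median of neutral control wells for no effect and mitoxantrone controls for full effect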
FN deposit inh = inhibitors of fibronectin matrix deposition, primary screen, AH1F cells, Alexa488-fibronectin fluorescence, plate reader. AH1F fibroblasts, overnight. inhibition, % at 12.6 µM. 350,000 compounds, 0.086% hits. AID 743247, 2014;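 active = mean inhibition across replicates of 30% or more, regardless of how many single replicates reach that level; inconclusive = mean under 30% yet at least half of replicates reach 30%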;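 also: positive control wells lacked labelled fibronectin entirely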
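Material: AH1F fibroblasts assembling fluorescent fibronectin matrix; amount: 10000 AH1F cells/well; medium: DMEM, 2% serum; reagent: Alexa488-fibronectin, 24 nM final in well; dosing: single compound dose, delivered by pin transfer; incubation: 1 h adhesion, overnight exposure; detection: fluorescence after three HBSS washes, excitation 485 nm, emission 525 nm; measure: fibronectin deposition inhibition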
DENV2 CPE = inhibitors of DENV2 cytopathic effect, primary screen, cell-based, plate reader, single concentration. DENV2-infected cells, cytopathic effect rescue. CPE inhibition, % at 9.99 µM. 350,000 compounds, 1.7% hits; in the data active = CPE inhibition above about 20%, passing the limit was not always enough; inconclusive = no clear call, values can overlap the other calls; tested in BHK-21 cells;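 also: 0% = median of neutral control wells and 100% = median of positive control wells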
EWS-Fli block = EWS/Fli-driven NR0B1 reporter inhibitors, primary screen, A673 cells, NR0B1 luciferase, luminescence, MLPCN library. viability-normalised. inhibition, % at 12.6 µM. 350,000 compounds, 0.67% hits;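 active = mean inhibition of at least 50% after viability correction, with every replicate also passing that limit; inconclusive = mean reaches 50% but only one of two replicates passes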;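 also: firefly luciferase signal divided by Alamar Blue viability fluorescence both relative to DMSO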
F508del corr = F508del CFTR correction, initial screen, CFBE line, single point; activity (quench increase), % at 7.58 µM; 350,000 compounds, 0.36% hits; CFBE cells, YFP halide quenching; stimulated with forskolin plus potentiator P3; % fluorescence drop versus neutral controls;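 active = mean added fluorescence quench of at least 8% versus neutral control, with both replicates also reaching 8%; inconclusive = only one of the mean or replicate conditions met; inactive = mean below 8% and not both replicates reaching 8%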;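 also: cells transiently co-express mutant CFTR-F508del with the halide-sensitive YFP; corrector assay measuring rescue of mutant channel to the surface after 24 h compound exposure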
GSIS activator = GLuc luminescence reporter in INS-1E cells, primary screen for activators of glucose-dependent secretion of insulin | 370,000 compounds, 0.61% hits | AID 743287, 2014 | activation, % at 16.6 µM | INS-1E GLuc reporter insulin secretion, 2-3 h;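 active = lowest replicate activation of at least 40%, so every replicate reaches that level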;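 also: 0% = median of neutral control wells and 100% = median of IBMX positive control wells; some compounds called inactive have numbers as strong as hits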
miR-122 sensor = miR-122 Renilla sensor signal increase in Huh7, primary screen, miR-122 inhibitor project, cell-based, single point, plate reader. 340,000 compounds, 0.3% hits. activation (reporter increase), % at 12.5 µM. Huh7 miR-122 Renilla luciferase sensor, 48 h; neutral wells = 0, positive control = 100;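 active = mean replicate activation score at least 90 and every replicate individually at or above 90; inconclusive = only one of the two criteria met; inactive = neither criterion met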;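 also: higher luciferase means less miR-122 activity so hits act as miR-122 inhibitors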
Starred values were filed as active, the others as inactive; ? = inconclusive; . = no result given; [ ] = remark or other dose.

Screens by letter – A = PAX8 inh HTS; B = FN deposit inh; C = DENV2 CPE; D = EWS-Fli block; E = F508del corr; F = GSIS activator; G = miR-122 sensor
(1) O=C(Cc1cccc2ccccc12)Nc1ccc2oc(-c3ccccc3)nc2c1
  A: -59; B: -7; C: .; D: .; E: .; F: .; G: -6

(2) CC1(C(=O)Nc2ccc3c(c2)OCO3)CCN1C(=O)Cc1cccs1 (stereo not given)
  A: -16; B: -3; C: 14; D: -17; E: 3.3; F: .; G: 0

(3) COc1ccc(NC(=O)CC2Nc3cccc4cccc(c34)NC2=O)cc1 (stereo not given)
  A: 1; B: 15; C: -4; D: 1; E: -0.3; F: 2; G: .

(4) COc1ccc(CCNC(=O)Cn2nnc(-c3ccc(OC)c(OC)c3)n2)cc1OC
  A: 1; B: -8; C: 9; D: -3; E: -0.9; F: -4; G: .

(5) C[C@@H]1CCCCO[C@H](CN(C)C(=O)c2ccccc2)[C@@H](C)CN([C@H](C)CO)C(=O)c2cc(NC(=O)c3ccccc3)ccc2O1
  A: -5; B: 7; C: .; D: .; E: -0.3; F: 2; G: -11[16.7 µM]

(6) S=C(NCc1ccco1)Nc1ccc2c(c1)OCCO2
  A: -94; B: -2; C: -10; D: -38; E: -2.3; F: 3; G: .

(7) CC(C)CC#Cc1cnc2c(c1)C(=O)N([C@H](C)CO)C[C@@H](C)[C@H](CN(C)CC1CCOCC1)O2
  A: 6; B: .; C: 17; D: -60; E: 0.4; F: -4; G: 2[16.7 µM]

(8) O=[N+]([O-])c1ccc(-c2cn3ccccc3n2)cc1
  A: -190; B: -5; C: -5; D: -88; E: 2.6; F: -15; G: -4

(9) COc1ccc(NC(=S)NCc2ccc(S(N)(=O)=O)cc2)c(OC)c1
  A: -10; B: 3; C: ?; D: 0; E: .; F: -11; G: .

(10) COc1ccc(Oc2cc(NN3CCCCC3)c([N+](=O)[O-])cc2[N+](=O)[O-])cc1OC
  A: 14; B: -9; C: 38*; D: 3; E: 2.3; F: 9; G: -6

(11) c1ccc(-c2cnc(CSc3nnc4ccccn34)o2)cc1
  A: -92; B: 2; C: .; D: .; E: .; F: .; G: -6

(12) CCCC(=O)Nc1nnc(SCC(=O)NCc2ccc3c(c2)OCO3)s1
  A: 15; B: 0; C: 4; D: 9; E: -0.7; F: 10; G: 0

(13) CC(C)(C)c1ccc(C(=O)NNC(=O)CCc2ccccc2)cc1
  A: 17; B: -2; C: 3; D: -3; E: -1.4; F: 13; G: -3

(14) O=C(Cc1c[nH]c2ccccc12)Nc1ccc(N2CCOCC2)cc1
  A: 6; B: 2; C: 3; D: -4; E: -3.7; F: -4; G: .

(15) COc1ccc(N2CC(C(=O)N3CCCC(C)C3)CC2=O)cc1 (stereo not given)
  A: -9; B: 8; C: -2; D: .; E: 0.2; F: 9; G: -2

Six of these compounds in a different format.
| no. | Compound | PAX8 inh HTS | FN deposit inh | DENV2 CPE | EWS-Fli block | F508del corr | GSIS activator | miR-122 sensor |
| --- | --- | --- | --- | --- | --- | --- | --- | --- |
| 7 | CC(C)CC#Cc1cnc2c(c1)C(=O)N([C@H](C)CO)C[C@@H](C)[C@H](CN(C)CC1CCOCC1)O2 | 6 | . | 17 | -60 | 0.4 | -4 | 2[16.7 µM] |
| 8 | O=[N+]([O-])c1ccc(-c2cn3ccccc3n2)cc1 | -190 | -5 | -5 | -88 | 2.6 | -15 | -4 |
| 9 | COc1ccc(NC(=S)NCc2ccc(S(N)(=O)=O)cc2)c(OC)c1 | -10 | 3 | ? | 0 | . | -11 | . |
| 10 | COc1ccc(Oc2cc(NN3CCCCC3)c([N+](=O)[O-])cc2[N+](=O)[O-])cc1OC | 14 | -9 | 38* | 3 | 2.3 | 9 | -6 |
| 11 | c1ccc(-c2cnc(CSc3nnc4ccccn34)o2)cc1 | -92 | 2 | . | . | . | . | -6 |
| 12 | CCCC(=O)Nc1nnc(SCC(=O)NCc2ccc3c(c2)OCO3)s1 | 15 | 0 | 4 | 9 | -0.7 | 10 | 0 |

Going on with the list:
Screens by letter – A = PAX8 inh HTS; B = FN deposit inh; C = DENV2 CPE; D = EWS-Fli block; E = F508del corr; F = GSIS activator; G = miR-122 sensor
(16) COc1cccc(CN2CCCCN3[C@H](C2)[C@H](c2ccc(-c4cccnc4)cc2)[C@@H]3CO)c1
  A: -9; B: .; C: ?; D: -1; E: -1.7; F: 3; G: 6[16.7 µM]

(17) CN(C)c1ccc(Nc2nc(N)c3ccccc3n2)cc1
  A: 78*; B: -6; C: 3; D: 77*; E: 0.0; F: 19; G: .

(18) CCOC(=O)c1cc(-c2ccccc2)n(Cc2cc(CC)no2)n1
  A: 18; B: -2; C: ?; D: -6; E: 3.6; F: 4; G: .

(19) CC(=O)c1ccc(C(=O)N(CCN(C)C)c2nc3c(Cl)cccc3s2)cc1
  A: 4; B: -2; C: 2; D: 0; E: 0.5; F: 3; G: -9

(20) C=C1CC2(CC(c3ccccc3)OC(c3ccccc3)C2)OC1=O (stereo not given)
  A: 0; B: 11; C: -1; D: 48; E: -1.3; F: -19; G: -19

(21) COC(=O)Cc1c[nH]c2cccc(OCC(O)CN(Cc3ccccc3)C(C)C)c12 (stereo not given)
  A: 7; B: 10; C: .; D: .; E: .; F: .; G: 3

(22) COc1ccc(NS(=O)(=O)c2cccc(C(=O)N3CCN(Cc4cc(OC)ccc4OC)CC3)c2)cc1
  A: 12; B: 5; C: -5; D: 9; E: 0.0; F: 9; G: -2

(23) Cc1ccc(CNC(=O)C2CCCN2S(=O)(=O)c2ccc(F)cc2)cc1 (stereo not given)
  A: 13; B: 2; C: 7; D: 13; E: 0.6; F: -22; G: 6

(24) O=[N+]([O-])c1cccc(C(=S)N2CCN(c3ccc(F)cc3)CC2)c1
  A: 22; B: -6; C: -12; D: 7; E: 2.9; F: 6; G: -6

(25) CCc1ccc(/C=C(\C#N)C(=O)NC2CCS(=O)(=O)C2)cc1 (stereo not given)
  A: 5; B: -8; C: -6; D: 12; E: 0.7; F: -8; G: -2

(26) Cc1ccc2oc(C(=O)N(CCO)Cc3ccccc3)c(C)c2c1
  A: 2; B: -3; C: 3; D: 6; E: 7.7; F: -28; G: 12

(27) CCCN(C)C[C@@H]1Oc2cc(C#C[C@@H](C)O)ccc2S(=O)(=O)N([C@@H](C)CO)C[C@@H]1C
  A: .; B: .; C: 0; D: 2; E: -0.9; F: -3; G: -6[16.7 µM]

(28) N#Cc1ccc(S(=O)(=O)N2CCCCC2c2cc(C(=O)NCc3cccnc3)no2)cc1 (stereo not given)
  A: -6; B: -2; C: 2; D: 3; E: -2.7; F: -14; G: 0

(29) CCOc1cc([N+](=O)[O-])cc(/C=C2/NC(=O)N(Cc3ccccc3F)C2=O)c1O
  A: 2; B: 14; C: -2; D: 4; E: 1.5; F: -42; G: .

(30) CCCc1cc(=O)[nH]c(Nc2ccc(Cl)cc2)n1
  A: 8; B: -1; C: .; D: 0; E: 2.2; F: -19; G: .

Continued.
Screens by letter – A = PAX8 inh HTS; B = FN deposit inh; C = DENV2 CPE; D = EWS-Fli block; E = F508del corr; F = GSIS activator; G = miR-122 sensor
(31) COc1ccc(C(=O)O/N=C(\N)Cc2cccs2)cc1OC
  A: .; B: 1; C: -2; D: -10; E: 2.8; F: .; G: 8

(32) COC(=O)c1ccc(C(=O)OC)c(NC(=S)N2CCCCC2C)c1 (stereo not given)
  A: -20; B: .; C: .; D: .; E: .; F: 2; G: 0

(33) COCC(=O)Nc1ccc2c(c1)C(=O)N(C)C[C@H](OC)[C@H](C)CN(C(=O)NC(C)C)[C@H](C)CO2
  A: .; B: -7; C: 4; D: 3; E: 0.5; F: -17; G: 4[16.7 µM]

(34) O=C(C[C@H]1C=C[C@@H](NC(=O)C2CCOCC2)[C@H](CO)O1)Nc1ccc(-c2ccccc2)cc1
  A: -3; B: -1; C: 18; D: 2; E: -0.8; F: 1; G: 2[16.7 µM]

(35) CSc1ncccc1C(=O)N1CCN(S(=O)(=O)c2ccc(F)cc2)CC1
  A: 28; B: 4; C: 0; D: -9; E: -0.8; F: 1; G: 7

(36) COc1cccc(CCNC(=O)c2cc(COc3ccc(C)c(C)c3)on2)c1OC
  A: -241; B: 7; C: -14; D: -89; E: -2.2; F: -5; G: -2

(37) CCCCOC(=O)/C=C/c1c(C)[nH]c(=O)[nH]c1=O
  A: -3; B: 8; C: 4; D: -1; E: .; F: 8; G: .

(38) COc1ccc(C(=O)OCCN2CCN(C3=NS(=O)(=O)c4ccccc43)CC2)cc1OC
  A: 21; B: 3; C: 5; D: 6; E: 2.1; F: 32; G: 2

(39) Brc1ccc(CN2CCN(Cc3c[nH]c4ccccc34)CC2)cc1
  A: 12; B: 0; C: 3; D: 21; E: -1.0; F: -45; G: .

Whole records, looked up by structure.
CCCCOC(=O)/C=C/c1c(C)[nH]c(=O)[nH]c1=O is listed with PAX8 inh HTS = -3; FN deposit inh = 8; DENV2 CPE = 4; EWS-Fli block = -1; F508del corr = .; GSIS activator = 8; miR-122 sensor = .
COc1ccc(C(=O)O/N=C(\N)Cc2cccs2)cc1OC is listed with PAX8 inh HTS = .; FN deposit inh = 1; DENV2 CPE = -2; EWS-Fli block = -10; F508del corr = 2.8; GSIS activator = .; miR-122 sensor = 8
